HT1080 IDH1KD tx – qHTS for induction of synthetic lethality in tumor cells producing 2HG: qHTS for the HT-1080-IDH1KD cell line | Potency, µM (doses to about 46.1 µM), inactives show top-dose activity, negative = toxicity, actives largely listed as cytotoxic | HT-1080 IDH1 knockdown viability, ATP luminescence, 48 h | 360,000 tested, 2% active;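 further: potency means the concentration at half of the fitted maximal effect; 0% = DMSO wells and -100% = cell-free medium wells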
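% activity derives from luminescence (CellTiter-Glo), normalised to DMSO and no-cell wells. HT-1080-IDH1KD cells, 750/well, had 48 h compound exposure at 37 °C.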
MCF10A rerep – A quantitative high throughput screen for small molecules that induce DNA re-replication in MCF 10a normal breast cells. 350,000 tested, 2.9% active. AID 624296, 2012. MCF 10A DNA re-replication, Hoechst nuclear intensity, 48 h. Potency, µM (titrated, usually from 46.1 µM), without a hit: at the top dose activity, positive = re-replication, most hits filed as activators; further: potency means the concentration at half of the fitted maximal effect; % of control where 0% means no effect; nearly all actives have a fitted effect of over 50% in size
SW480 rereplic – A quantitative high throughput screen for small molecules that induce DNA re-replication in SW480 colon adenocarcinoma cells | AID 624297, 2012 | Potency, µM (top dose mostly 46.1 µM), for inactives: at the top dose re-replication activation, actives largely listed as activators | SW480 DNA re-replication, Hoechst DNA content imaging, 48 h | 340,000 tested, 1.8% active; further: potency means the concentration at half of the fitted maximal effect; % of control where 0% means no effect; nearly all actives have a fitted effect of over 55% in size
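Image-based read-out: total Hoechst fluorescence of nuclei (405 nm excitation, 500-530 nm emission), with hits raising the fraction of high-intensity nuclei. SW480 colon cells incubated 48 hr with compounds at 37 C.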
IL-1B inflam inh – qHTS for Inhibitors of Inflammasome Signaling: IL-1-beta AlphaLISA Primary Screen | THP-1 LPS/ATP IL-1B secretion, AlphaLISA, 16 h; stronger effect = lower value | activity change, % at 57.5 µM | 360,000 tested, 4.7% active | AID 743279, 2014; in the data active means activity change below about -50%; inconclusive means mostly about -30% to -49%; further: on the % scale 0 is the no-effect control and ±100 the full control effect
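THP-1 cells pretreated 1 hr with compounds (up to 57.5 uM final), then stimulated with LPS (250 ng/mL final) plus ATP (1.25 mM final); secreted IL-1B measured by AlphaLISA after 16 hr, decreased signal indicating inhibition.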
ATXN viability – Viability Counterscreen for Primary qHTS for Inhibitors of ATXN expression | S2 cells (HEK-293 line with an ATXN2-luciferase reporter) viability, CellTiter-Fluor protease fluorescence, 24 h | Potency, µM (top dose mostly 56.7 µM), hits mostly cytotoxic | 400,000 tested, 0.49% active | AID 651635, 2014; further: potency means the concentration at half of the fitted maximal effect; nearly all actives have a fitted effect of over 40% in size
HT1080NT lethal – qHTS for induction of synthetic lethality in tumor cells producing 2HG: qHTS for the HT-1080-NT fibrosarcoma cell line; 360,000 tested, 1.6% active; HT-1080-NT fibrosarcoma viability, CellTiter-Glo ATP luminescence, 48 h; Potency, µM (series often up to 46.1 µM), inactives show at the highest dose activity, negative = less viability, actives largely listed as cytotoxic; AID 686970, 2013;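 further: NT is the 2HG producing partner of a matched IDH1 knockdown line; potency means the concentration at half of the fitted maximal effect; 0% = DMSO-treated cells and -100% = media-only wells without cells; nearly all actives have a fitted effect of over 55% in size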
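A 48-hour cytotoxicity screen used HT-1080-NT cells plated 2 hours before compound delivery. ATP-based CellTiter-Glo luminescence measured viability, normalized to DMSO and no-cell controls.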
ATXN2 expr inh – Primary qHTS for Inhibitors of ATXN expression. 360,000 tested, 0.72% active. HEK-293 ATXN2-luciferase reporter, luminescence, 24 h. Potency, µM (series often up to 57 µM), without a hit: at the highest dose activity change, negative = inhibition, actives largely listed as inhibitors. AID 1745845, 2022; further: potency means the concentration at half of the fitted maximal effect; on the % scale 0 is the no-effect control and ±100 the full control effect; nearly all actives have a fitted effect of over 55% in size
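ATXN2-luciferase reporter cells (luciferase flanked by upstream and downstream ATXN2 gene portions) were treated 24 h at 37 °C with compounds at up to 57 uM. SteadyGlo luminescence gave expression; GF-AFC fluorescence gave viability.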
KB-V1 MDR tox – qHTS assay for MDR1-selective chemotherapeutics: Primary screen using the drug-selected MDR subline cells KB-V1. KB-V1 MDR cells viability, CellTiter-Glo, 72 h. Potency, µM (highest dose often 46.1 µM), for inactives: at the highest dose activity change, negative = cytotoxicity, most hits filed as cytotoxic. 400,000 tested, 3.4% active; further: potency means the concentration at half of the fitted maximal effect; on the % scale 0 is the no-effect control and ±100 the full control effect; nearly all actives have a fitted effect of over 60% in size
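Cytotoxicity toward P-gp-expressing KB-V1 cells was determined as loss of CellTiter-Glo luminescence after 72 h at 37 degrees C. Compounds were tested in quantitative HTS format across a concentration range, with curves fitted to normalized data.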
KB-3-1 cytotox – qHTS assay for MDR1-selective chemotherapeutics: Primary screen using the parental adenocarcinoma cell KB-3-1. AID 1347075, 2019. 400,000 tested, 1.4% active. KB-3-1 viability, CellTiter-Glo ATP luminescence, 72 h. Potency, µM (series often up to 46.1 µM), inactives show top-dose activity change, negative = cytotoxic, actives largely listed as cytotoxic; further: potency means the concentration at half of the fitted maximal effect; on the % scale 0 is the no-effect control and ±100 the full control effect; nearly all actives have a fitted effect of over 60% in size
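Luminescent ATP read-out (CellTiter-Glo) measures survival of drug-naive KB-3-1 cells after 72 h compound exposure at 37 °C. Titration series was screened from lowest to highest concentration, with DMSO vehicle plates as background controls.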
* hit, by the source's call; i = inactive; ? = inconclusive; / = not tested or not shown; & = joins results of further samples; [ ] = remark or other dose. Unless noted, the call rests on the fitted dose curve; in most records, active means well fitted curve in the direction sought with a large enough effect; inconclusive means small, poorly fitted or top-dose-only effect, or another doubt; inactive means no such curve, though single readings can be large; an effect the other way counts as inactive or inconclusive.

SMILES | HT1080 IDH1KD tx | MCF10A rerep | SW480 rereplic | IL-1B inflam inh | ATXN viability | HT1080NT lethal | ATXN2 expr inh | KB-V1 MDR tox | KB-3-1 cytotox
COc1cc(C(=O)NC2CCN(CC(=O)NC3CCCCC3C)CC2)cc(OC)c1OC (stereo unspecified) | 2% | 8% | -10% | 9 | i | 7% | -11% | 0% | -2%
CC(C)(C)OC(=O)N1CCC[C@H]1c1nnc(SCC(=O)Nc2ccc(Br)cc2)o1 | -1% | ? | -60%[inhibitor] | -10 | ? | -1% | -32% | -24% | 14%
NC1=NCc2ccccc21 | 0% | ? | 2% | 5 | i | -3% | -4% | -3% | 10%
Cc1cccc(C)c1OCC(=O)Nn1c(=O)[nH]c2ccccc2c1=O | 2% | -2% | -9% | -28 | i | -4% | 8% | ? | -2%
COc1cc(OC)c(N(C)S(=O)(=O)c2cccc(C(=O)OCc3c(C)noc3C)c2)cc1Cl | -15% | 2% | -2% | 61 | i | -13% | -7% | ? | -4%
CCC(CC)C(=O)Nc1c(C(=O)N2CCN(c3ccccc3)CC2)oc2ccccc12 | -24% | -1% | -5% | -13 | i | ? | / | -17%&-14% | -8%&-22%
CC(C)(C)c1ccc(CC(=O)N2CCC2(C)C(=O)NCc2ccc(Cl)cc2)cc1 (stereo unspecified) | 26µM* | / | / | -5 | i | ? | 0% | 21µM* | ?
O=c1cc(-c2ccccc2)[nH]c2ccc(F)cc12 | 2.3µM* | 2.1µM* | 1.6µM* | 79 | i | ? | 5% | ? | 1.2µM*
COCCN(C(=O)COC(=O)c1ccccc1Cc1ccccc1)c1c(N)n(Cc2ccccc2)c(=O)[nH]c1=O | -12% | 3% | 12% | -15 | i | -2% | -17% | -6% | ?
Cc1ccc(Cn2c(C)c(CNCc3ccc(OC(C)C)cc3)c(C(=O)O)c2C)cc1 | / | / | / | / | i | / | -6% | ? | 9%

Arranged by heavy-atom count (largest number first): some entries from above.
SMILES | HT1080 IDH1KD tx | MCF10A rerep | SW480 rereplic | IL-1B inflam inh | ATXN viability | HT1080NT lethal | ATXN2 expr inh | KB-V1 MDR tox | KB-3-1 cytotox
COCCN(C(=O)COC(=O)c1ccccc1Cc1ccccc1)c1c(N)n(Cc2ccccc2)c(=O)[nH]c1=O | -12% | 3% | 12% | -15 | i | -2% | -17% | -6% | ?
Cc1ccc(Cn2c(C)c(CNCc3ccc(OC(C)C)cc3)c(C(=O)O)c2C)cc1 | / | / | / | / | i | / | -6% | ? | 9%
CC(C)(C)c1ccc(CC(=O)N2CCC2(C)C(=O)NCc2ccc(Cl)cc2)cc1 (stereo unspecified) | 26µM* | / | / | -5 | i | ? | 0% | 21µM* | ?

The list goes on:
SMILES | HT1080 IDH1KD tx | MCF10A rerep | SW480 rereplic | IL-1B inflam inh | ATXN viability | HT1080NT lethal | ATXN2 expr inh | KB-V1 MDR tox | KB-3-1 cytotox
S=C(NCC1CCCO1)N1CCN(Cc2ccccc2)CC1 (stereo unspecified) | 1% | 3% | -11% | -6 | i | 2% | -4% | ? | -2%
c1ccc(-c2nccc(-c3ccc(-n4cnc5ccccc54)cc3)n2)nc1 | 0% | 19% | 2% | 13 | i | -13% | -13% | ? | 2%
COc1cccc2c(=O)c3c(oc12)CCCC3 | -2% | / | / | -25 | i | -12% | / | -14% | -11%
CCOC(=O)c1c(C2CC2)csc1NC(C)=O | 4% | -11% | -7% | -9 | i | -5% | -1% | 1% | 13%
COC(=O)c1ccccc1NC(=O)N1CCC(n2c(C)nc3cccnc32)CC1 | / | / | / | / | i | / | 0% | -3% | 6%
Cc1ccc(C)c(Nc2nn3c(=O)c4ccc(C(=O)NCc5cccnc5)cc4nc3s2)c1 | ? | ? | 22% | 8 | i | ? | ? | ? | 15%
CCn1c(CC(=O)Nc2ccc(Cl)cc2)nnc1SCC(=O)N1CCOCC1 | 8% | 1% | -3% | i | ? | 4% | -4% | 3% | -4%
CCN(Cc1ccccc1)C(=O)CSc1nc(C)cc2c1C(=O)OC2 | 5% | 0% | 2% | 14 | i | 14% | 3% | 2% | -2%
O=C1C2CC=CCC2C(=O)N1Cc1nnc(-c2ccc(Cl)cc2)o1 (stereo unspecified) | 12% | ? | -18% | -17 | i | 16% | 19% | 3% | -6%
CCCCOc1ccc(C2CC(=O)NC2=O)cc1 (stereo unspecified) | 8% | -5% | -8% | 2 | i | 5% | 9% | ? | -6%
Cc1c(CC(=O)O)c(=O)oc2c(C)c(OCc3ccc(F)cc3F)ccc12 | 1% | 31% | -7% | 0 | ? | 2% | / | 8% | 7%
COc1ccc(C(=O)NCc2ccc(C)cc2)cc1S(=O)(=O)N1CCCc2ccccc21 | -15% | 7% | 1% | ? | i | 0% | 37% | -4% | -10%
COc1cc(C(=O)NNC(=O)Cc2ccc(S(=O)(=O)N3CCOCC3)s2)cc(OC)c1OC | 5% | 2% | -4% | -13 | i | 4% | 7% | 6% | 14%
Fc1ccc(-c2nnc3ccc(N4CCCC4)nn23)cc1 | 10% | -8% | -17% | -2 | i | 3% | -6% | 5% | 25%
CCSCc1nnc(SCC(=O)Nc2cccc(C(C)=O)c2)n1C | 1% | 3% | 2% | 14 | i | 2% | -6% | 4% | 4%
COc1cccc(S(=O)(=O)Nc2cccc(C(=O)N3CCCC3)c2)c1 | 1% | -18% | -6% | 5 | i | -10% | -4% | 12% | 4%
COc1ccc(C(=O)c2ccc(-c3ccc(OC)cc3)nc2)cc1 | -11% | 3% | 16% | -11 | i | -1% | / | 2% | 3%
NS(=O)(=O)c1ccc(NC(=O)C2Cc3ccccc3N2C(=O)c2ccccc2)cc1 (stereo unspecified) | / | / | / | / | i | / | 11% | -7% | -11%
Cc1cc(N/N=C/c2ccccc2F)c2ccccc2n1 | -9% | 5% | -22% | -16 | ? | -14% | 9% | 0% | -1%
COc1ccc(NC(=O)c2ccc(CN3CCN(c4ccccc4)CC3)cc2)cc1 | -20% | ? | 1% | 17 | ? | -9% | -23% | 0% | -3%
Fc1ccc(C(c2nnc(-c3ccccc3)o2)N2CCN(c3ccccc3)CC2)c(Cl)c1 (stereo unspecified) | / | / | / | / | i | / | 12% | ? | ?
C=CCn1c(CCNC(=O)c2ccco2)nc2ccccc21 | 10% | 0% | -1% | 13 | i | 13% | -21% | ? | 25%
O=C(N/N=C/c1cc(Br)ccc1O)c1cccc(N2CCCC2=O)c1 | ? | 22% | / | 42 | ? | ? | ? | -27% | ?
CCn1nc(CC(=O)Nc2ccc(-n3cnnn3)c(C)c2)c2ccccc2c1=O | 0% | -1% | -6% | 0 | i | 2% | -1% | -1% | 22%
CS(=O)(=O)Nc1cccc(NC(=O)c2cccc3c(-c4ccc(F)c(F)c4)coc23)c1 | ? | / | / | ? | ? | ? | -2% | ? | ?
CC(C)OCCCNC(=S)N1CCC(C(=O)c2ccc(Cl)cc2)CC1 | ? | ? | 0% | -12 | i | -5% | -22% | 8.2µM* | -22%
CC(C)CC(C(=O)O)N1C(=O)C2C3c4ccccc4C(c4ccccc43)[C@@H]2C1=O (stereo partly specified) | -11% | 12% | -8% | 0 | i | -4% | 3% | 10% | 10%
O=C(O)c1cc2cc(F)ccc2[nH]1 | 8% | 17%&-21% | 0%&-48% | 25 | i | ? | 6% | -4% | 0%
COc1cc(OC)c2c(c1)C(=O)OC2OC (stereo unspecified) | 12% | -4% | 6% | 19 | i | -3% | / | 8% | ?
COc1cc(C(=O)NNC(=O)c2ccc(NC(=O)C(C)(C)C)cc2)cc(OC)c1OC | 11% | 14% | -5% | -3 | i | -1% | -2% | -1% | 10%
NC(=O)c1cccc(-c2ccnc3c2CC(C(=O)NCC2CC2)O3)c1 (stereo unspecified) | 27% | / | / | 14 | i | 3% | 13% | 1% | 0%
Fc1cc(F)cc(NC(=S)N2CCC(c3ccccc3)C2)c1 (stereo unspecified) | 11% | -1% | 24% | 0 | i | 8% | 33% | 5% | -6%
COc1ccc(S(=O)(=O)N2CCCCC2)cc1NC(=O)CSc1nnc(C2CC2)n1C | -1% | 34% | -3% | -1 | i | -6% | -3% | 15% | -7%
COc1ccc(CCN(C)CC(O)c2ccccc2)cc1OC (stereo unspecified) | 3% | -1% | 0% | -16 | i | 1% | -3% | -5% | -1%
CC1CC(C)CN(C(=O)CCNC(=O)c2ccccc2Cl)C1 (stereo unspecified) | 14% | 0% | 0% | -13 | i | 4% | 8% | 26% | 5%
CCc1ccc2c(c1)cc(CN(C(=S)Nc1ccccc1)C1CC1)c1nnnn12 | -4% | 6% | 9% | -14 | i | ? | -14% | 0% | -1%
CCCN(CCC)C(=O)CC(c1ccccc1)c1cc(Br)ccc1O (stereo unspecified) | ? | ? | 21% | -90* | i | ? | -34% | 14% | 15%
CN(c1ccc(OCC(=O)NC2CCC(O)CC2)cc1)S(=O)(=O)c1ccc(Cl)cc1 (stereo unspecified) | -10% | -6% | -4% | 11 | i | -8% | 3% | 0% | 17%
COc1cc(OC)cc(-c2c(-c3cccs3)c3cc(-c4ccc(OC)cc4F)ccc3n2C)c1 | -5% | ? | 4% | 21 | i | -2% | -13% | 5% | -18%
COc1ccc2c(c1)CCc1c(C(=O)NCc3ccc(Cl)cc3)noc1-2 | 13% | 6% | -2% | 31 | i | 20% | -6% | 11% | 10%
Brc1ccc(-c2noc(-c3ccccc3)n2)o1 | -1% | 1% | -18% | 0 | i | 0% | 38% | 10%&-38% | -7%&-3%
O=C(c1ccccc1F)N1CCN(S(=O)(=O)c2ccc3ccccc3c2)CC1 | -9% | -1% | -4% | 4 | i | -10% | -27% | -19% | ?
